Screens deposited in PubChem by several laboratories.
GSK3A inh – blocks human GSK-3 alpha kinase. actives 0.1% (n = 320,000). P49840. inhibition, % at 10 µM. AID 2650. ADP-Glo luminescence, 60 min;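 in the data active means inhibition above about 50%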;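 further: GST-tagged GSK-3 alpha with peptide substrate and 25 µM ATP; 0% = DMSO neutral wells and 100% = GW8510 positive control wells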
KCNK3 block – human KCNK3 channel inhibition, primary screen. B-score at 10 µM. O14649. actives 0.84% (n = 340,000). CHO-KCNK3 thallium flux, FluxOR fluorescence; active compounds read low. AID 602410;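 active means B-score under library mean minus 4 SD, starting fluorescence ratio at most library mean plus 5 SD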;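 further: more negative B-score means stronger inhibition of thallium flux through KCNK3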
KCNK9 block – blocks the human KCNK9 two-pore domain potassium channel | Q9NPC2 | HEK293 KCNK9, FluxOR thallium flux fluorescence; active compounds read low | B-score at 10 µM | actives 1.2% (n = 310,000) | AID 488922;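 active means ratio B-score over 3 SD below the library mean, with starting fluorescence within 5 SD of its mean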;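 further: negative B-score means less thallium flux so channel inhibition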
DYRK1A inh – blocks rat Dyrk1A kinase activity. Q63470. ADP-Glo luminescence, NFATc1 peptide. actives 0.43% (n = 310,000). inhibition, % at 12.5 µM. AID 504441; in the data active means inhibition above about 50%;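 further: plate controls were vehicle with enzyme for no effect and no enzyme for full effect; many of its hits are not listed in these tables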
GSK3beta inhib – blocks human GSK3beta kinase activity; actives 0.038% (n = 300,000); AID 2097; activity score (negative = inhibition), % at 10 µM; GST-GSK3beta kinase, ADP-Glo luminescence, 60 min; active compounds read low;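 active means more than half of replicate wells score below -50%, meaning over 50% inhibition versus plate controls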;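 further: 0% = median DMSO wells and -100% = median GW8510 positive control wells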
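Test system: GST-fused GSK3beta enzyme, cell-free | Quantity: 1.6 ng GST-GSK3beta enzyme per well | Reagent: 25 µM ATP with peptide substrate | Schedule: 60 min enzyme reaction, room temperature | Signal: Luminescent ADP-Glo measurement of ADP formed | Read-out basis: Score relative to plate controls | Control set: DMSO and 20 µM GW8510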
hERG rescue – compounds protecting human hERG from proarrhythmic drug block | activation (rescue from dofetilide block), less the hit threshold, % at 10 µM | CHO-hERG, FluxOR thallium flux, dofetilide IC70 present | Q12809 | actives 0.51% (n = 310,000);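 active means activation above the mean of controls blocked by dofetilide plus 5 SD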;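 further: thallium influx through hERG after potassium depolarization seen as dye fluorescence rise; in these data hits start at about 4.7%; inactives centre near -7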
Target sequence (Q12809 whole entry, looked up): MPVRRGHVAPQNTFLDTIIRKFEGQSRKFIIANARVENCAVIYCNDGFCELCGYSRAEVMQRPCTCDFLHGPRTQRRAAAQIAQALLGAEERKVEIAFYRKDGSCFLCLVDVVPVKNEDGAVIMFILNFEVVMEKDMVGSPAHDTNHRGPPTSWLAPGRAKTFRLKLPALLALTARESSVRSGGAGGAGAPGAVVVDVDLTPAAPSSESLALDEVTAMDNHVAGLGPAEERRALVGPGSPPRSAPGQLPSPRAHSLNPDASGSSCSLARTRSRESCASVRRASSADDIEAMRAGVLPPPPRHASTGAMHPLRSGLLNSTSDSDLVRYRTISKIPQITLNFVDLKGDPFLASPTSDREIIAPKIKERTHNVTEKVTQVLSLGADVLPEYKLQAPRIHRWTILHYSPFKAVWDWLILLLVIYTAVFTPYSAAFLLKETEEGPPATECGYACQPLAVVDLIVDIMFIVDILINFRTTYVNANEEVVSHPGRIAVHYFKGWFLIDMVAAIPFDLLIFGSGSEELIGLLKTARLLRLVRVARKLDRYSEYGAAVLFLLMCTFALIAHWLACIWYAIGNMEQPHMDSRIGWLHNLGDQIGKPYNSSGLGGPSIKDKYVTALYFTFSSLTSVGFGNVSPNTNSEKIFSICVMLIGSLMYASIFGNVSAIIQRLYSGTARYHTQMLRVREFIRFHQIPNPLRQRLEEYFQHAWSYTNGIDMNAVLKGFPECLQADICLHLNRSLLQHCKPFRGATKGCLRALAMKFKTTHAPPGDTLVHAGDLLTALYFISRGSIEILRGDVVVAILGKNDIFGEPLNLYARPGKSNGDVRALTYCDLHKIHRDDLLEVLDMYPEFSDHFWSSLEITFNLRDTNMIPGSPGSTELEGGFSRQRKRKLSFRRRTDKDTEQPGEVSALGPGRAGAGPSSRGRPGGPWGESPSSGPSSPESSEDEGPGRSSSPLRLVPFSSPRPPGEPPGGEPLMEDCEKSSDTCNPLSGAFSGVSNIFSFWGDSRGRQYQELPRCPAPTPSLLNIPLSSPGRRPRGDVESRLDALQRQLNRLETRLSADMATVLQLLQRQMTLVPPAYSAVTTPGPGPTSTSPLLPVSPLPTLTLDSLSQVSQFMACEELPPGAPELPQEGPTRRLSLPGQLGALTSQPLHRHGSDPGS
KCNQ1 block – human KCNQ1 channel inhibition | P51787 | CHO-K1 KCNQ1, FluxOR thallium flux fluorescence; active compounds read high | B-score at 10 µM | actives 1.3% (n = 310,000) | AID 2642;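 active means compounds whose thallium flux B-score, printed positive for inhibition, exceeds three library SD while starting fluorescence stays within three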;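 further: channel opened by potassium depolarization with thallium stimulus after 20 min compound exposure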
PolyA inhibitor – inhibitors of polyadenylation in S. cerevisiae; calls only at 12 µM; AID 1875; actives 0.02% (n = 300,000); S. cerevisiae SKY197-pL101 polyadenylation reporter, beta-gal luminescence; efflux-impaired pdr1/pdr3 knockout yeast; score 100 = 6 SD above DMSO;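 active means lowest replicate activity score at least 50, where 100 means six control SD above control mean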;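 further: yeast exposed to compound for 9 h at 30 °C; higher score means more reporter readthrough which indicates perturbed polyadenylation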
RGS4 pot – potentiators or activators of RGS4 | HEK293 M3R/inducible RGS4, carbachol calcium flux Fluo4; active compounds read low | B-score at 10 µM | actives 0.92% (n = 310,000) | AID 463111;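 active means B-score of the integrated calcium signal more than 4 SD below the library mean, with starting fluorescence not abnormally high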;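 further: negative B-score means reduced calcium response which marks RGS4 activation or potentiation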
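test system = M3R-expressing HEK293 line, RGS4 induced by doxycycline | probe or stimulus = carbachol at ECmax as muscarinic agonist stimulus | timing = dye loading 30 min 37 °C, buffer rest 30 min RT | signal = calcium dye Fluo4 fluorescence | evaluation = B score from integrated fluorescence ratio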
RGS4 inh – inhibitors of human RGS4; HEK293 M3R/RGS4 inducible, Fluo-4 calcium flux; active compounds read high; triggered by carbachol at its EC20; B-score at 10 µM; AID 463165; actives 0.45% (n = 310,000);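 active means B-score, a plate-corrected calcium signal, over three deviations above library mean, with baseline fluorescence within five deviations of library mean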;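 further: RGS4 expression induced by doxycycline in cells with stable M3 receptor; B-score is computed from the integrated fluorescence ratio over baseline after carbachol; higher B-score means a larger calcium signal and so more RGS4 inhibition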
KCNQ1 act – human KCNQ1 channel potentiation or activation | AID 2648 | CHO-K1 KCNQ1, thallium flux FluxOR fluorescence; active compounds read high | actives 0.35% (n = 310,000) | B-score at 10 µM;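 active means fluorescence ratio B-score, a plate-corrected score, at least three library SD, with initial intensity B-score within 5 SD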
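Medium – assay buffer, equal DMSO in all wells · Material – CHO-K1 cell line with stable KCNQ1 potassium channel expression · Signal – kinetic FluxOR thallium fluorescence, 10-s 1-Hz baseline, 110-s post-stimulus read · Compound – single concentration per compound, DMSO matched to controls · Schedule – 37 °C overnight plating, 90-min dark dye load, 20-min compound pretreatment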
Starred values were filed as active, the others as inactive; i = inactive; nt = not tested or not shown. Not all compounds are listed (hit frequency here may not be typical).

Under each structure – GSK3A inh	KCNK3 block	KCNK9 block	DYRK1A inh	GSK3beta inhib	hERG rescue	KCNQ1 block	PolyA inhibitor	RGS4 pot	RGS4 inh	KCNQ1 act
Cc1ccc(C(=O)C2=C(O)C(=O)N(CCCN(C)C)C23C(=O)N(C)c2ccccc23)o1 (configuration not stated)
  -1	i	i	nt	-1	-7	i	i	i	i	i
O=C(Nc1cccc(F)c1)c1ccc(Cn2cc([N+](=O)[O-])cn2)o1
  6	i	i	7	-3	-13	i	i	i	i	i
O=C(/C=C/c1c(F)cccc1Cl)Nc1nn[nH]n1
  -2	i	i	6	-1	-8	i	i	i	i	i
O=S(=O)(CCSc1ccccn1)c1nc2ccccc2s1
  -7	i	i	5	0	-18	6*	i	i	i	i
O=c1cc(N2CCC(Cc3ccccc3)CC2)[nH]c(=O)n1C1CCCCC1
  0	i	i	-2	1	-6	i	i	i	i	i
CC1(C)C(=O)NCCN1C(=O)CCC(=O)O
  -1	i	i	nt	0	4	i	i	i	i	i
CC(C)(C)c1ccc(/C=C/C(=O)Nc2ccncc2)cc1
  0	i	i	4	1	-13	i	i	i	i	i
CCc1nnc(NS(=O)(=O)c2ccc(N3C(=O)c4ccc(C(=O)O)cc4C3=O)cc2)s1
  -6	i	i	37	1	-3	i	i	i	i	i
COC(CNC(=O)c1ccc2c(c1)ncn2-c1ccc(F)c(F)c1)OC
  -1	i	i	3	3	-7	i	i	i	i	i
CS(=O)(=O)Nc1ccccc1C(=O)Nc1ccccc1C(=O)N1CCCC1
  -3	i	i	-5	-1	-1	i	i	i	i	i
CC(=O)c1cn(CCC(C)C)c(=O)[nH]c1=O
  -4	i	i	-5	2	-8	i	i	i	i	i
COCCn1c(SCC(=O)N2CCOCC2)nc2ccccc2c1=O
  0	i	i	-10	nt	-10	i	i	i	i	i
CN(CC(=O)Nc1cccc(S(=O)(=O)N(C)C)c1)Cc1ccccc1
  0	i	i	-3	2	-6	i	i	i	i	i
O=C(COc1ccccc1[N+](=O)[O-])Nc1ccccc1N1CCCCC1
  0	i	i	1	-3	-9	i	i	i	i	i
COc1ccc(CCC(C)NCc2cc(OC)cc(OC)c2)cc1 (configuration not stated)
  1	i	i	nt	0	-2	i	i	i	i	i
COc1ccc(OCC(O)CNS(=O)(=O)c2ccc(C)cc2)cc1 (configuration not stated)
  -5	i	i	nt	3	-8	i	i	i	i	i
CCN1CCN(c2ccc(NC(=O)c3cccc(F)c3)cc2Cl)CC1
  0	i	i	2	-6	3	i	i	i	i	i
CSCCC(=O)N1C(C)CCCC1C(=O)O (configuration not stated)
  -2	i	i	1	2	-3	i	i	i	i	i
COc1ccc(C2CC(c3ccc4ccccc4c3)=NN2C(=O)CNC2CCCCC2)cc1 (configuration not stated)
  0	-11*	-8.9*	-6	2	-29	i	i	i	i	i
Cn1c(=O)[nH]c(=O)c2c1nc(N1CCC(Cc3ccccc3)CC1)n2Cc1ccccc1
  -3	i	i	0	1	-4	i	i	i	i	i
CCC(C(=O)OC)n1cnc2scc(-c3ccc(C)cc3)c2c1=O (configuration not stated)
  -1	i	i	4	-3	-6	i	i	i	i	i
COc1ccc(NC(=O)CN2C(=O)C(c3ccccc3)=NC23CCCCCC3)cc1OC
  0	i	i	-2	2	-12	i	i	i	i	i
COCCNC(=O)C(c1ccc(C)o1)N(Cc1cccs1)C(=O)c1snc(C(N)=O)c1N (configuration not stated)
  1	i	i	6	0	-20	i	i	i	i	i
Cc1ccc(S(=O)(=O)N(CC(=O)NC2CCCC2)c2cccc(C)c2)cc1
  nt	i	i	-8	-1	-5	i	i	i	i	i
CC(C)(C)c1cc(N)on1
  -3	i	i	3	3	-8	i	i	i	i	i
CC(C)c1ccc(NC2CCCN(C(=O)c3cc(C(C)C)nc(N)n3)C2)cc1 (configuration not stated)
  2	i	i	nt	-1	-6	i	i	i	i	i
S=c1[nH]nc(-c2ccc(Cl)cc2)n1-c1ccc2c(c1)OCCO2
  -1	i	i	4	4	-7	i	i	i	i	i
COc1ccc(C(CC(=O)N2CCCC(C)C2)c2c(OC)cc(OC)c3c(-c4ccccc4)cc(=O)oc23)cc1 (configuration not stated)
  1	i	i	0	3	-8	i	i	i	i	i
O=C(NCc1ccc(Cl)cc1)c1ccc(CNc2c(N3CCOCC3)c(=O)c2=O)cc1
  -4	i	i	-3	6	-6	i	nt	i	i	i
CN1CCC(N2CCCC(C(=O)O)C2)CC1 (configuration not stated)
  3	i	i	-2	5	-3	i	i	i	i	i
CCCc1cc(=O)n2[nH]c(C)c(-c3ccccc3)c2n1
  0	i	i	7	3	-3	i	i	i	i	i
O=C(COc1ccc(Cl)cc1)N1CCN(C(=O)c2cccs2)CC1
  0	i	i	7	-5	-3	i	i	i	i	i
OCCN1CCN(CC/C=C2/c3ccccc3CSc3ccccc32)CC1
  -3	i	i	nt	1	-8	i	i	i	i	i
COc1ccc(N=C(C)C2=C(O)CSC2=O)cc1
  3	i	i	-6	3	-5	i	i	i	i	i
Cn1nc(Oc2nc(N3CCOCC3)nc(N3CCOCC3)n2)ccc1=O
  -2	i	i	0	4	-1	i	i	i	i	i
Cc1csc(SCC(=O)Nc2ccc3c(c2)OCCO3)n1
  -10	i	i	nt	-1	-22	i	i	i	i	i
O=C(O)COc1ccc(/C=N/NC(=O)COc2nsnc2N2CCOCC2)cc1
  nt	i	i	0	7	-10	i	i	i	i	i
Cc1ncc(CN2CCCC(C(=O)Nc3ccc(-c4ccco4)cc3)C2)cn1 (configuration not stated)
  -1	i	i	-1	nt	-8	i	i	i	i	i
CC1(C)CC(=O)C(N=Nc2cc(Cl)c(Cl)c(Cl)c2)=C(O)C1
  1	i	i	-3	1	-6	i	i	i	i	i
Cc1ccc(CNC(=O)C(C)C2Sc3ccccc3NC2=O)cc1 (configuration not stated)
  -2	i	i	-2	3	-11	i	i	i	i	i
O=C(O)C=C1C2CC3CC(C2)CC1C3
  0	i	i	1	0	-11	i	i	i	i	i
CC1(c2ccccc2)CC(C)(C)N(C(=O)CSc2nnc(N)s2)c2ccccc21 (configuration not stated)
  1	i	i	-9	0	-6	i	i	i	i	i
CS(=O)(=O)N(Cc1ccco1)CC(O)Cn1cc(C=O)c2ccccc21 (configuration not stated)
  1	i	i	13	4	-8	i	nt	i	i	i
CN(CCc1ccccc1)C(=O)c1cc(COc2ccc(F)cc2Cl)on1
  nt	i	i	3	-1	-8	i	i	i	i	i
Cc1ccc(C(=O)COC(=O)CCC(=O)Nc2cc(Cl)ccc2Cl)cc1[N+](=O)[O-]
  -6	i	i	10	2	-4	i	i	i	i	i
Cc1c(NC(=O)CSc2nnc(COc3ccccc3)n2-c2ccccc2)c(=O)n(-c2ccccc2)n1C
  3	i	i	-6	-3	-6	i	i	i	i	i
COc1cc(OC)c(C2=NOC(C(=O)Nc3c(C)n(C)n(-c4ccccc4)c3=O)C2)cc1Cl (configuration not stated)
  -1	i	i	-12	0	-6	i	i	i	i	i
Cc1ccc(CN2CCC(Oc3ccc(C(=O)NCc4ccccn4)cc3)CC2)o1
  0	i	i	4	5	-7	i	i	i	i	i
COc1cc(NC(=O)C2CCCCC2)c(OC)cc1NC(=O)CN1CCCCC1
  -2	i	i	-4	3	-6	i	i	i	i	i
Cc1nc2c3ccccc3nc(SCC(=O)N3CC(C)CC(C)C3)n2n1 (configuration not stated)
  -3	i	i	2	2	-11	i	i	i	i	i

Given bar-delimited: entries from further up.
Molecule | GSK3A inh | KCNK3 block | KCNK9 block | DYRK1A inh | GSK3beta inhib | hERG rescue | KCNQ1 block | PolyA inhibitor | RGS4 pot | RGS4 inh | KCNQ1 act
Cc1csc(SCC(=O)Nc2ccc3c(c2)OCCO3)n1 | -10 | i | i | nt | -1 | -22 | i | i | i | i | i
O=C(O)COc1ccc(/C=N/NC(=O)COc2nsnc2N2CCOCC2)cc1 | nt | i | i | 0 | 7 | -10 | i | i | i | i | i
Cc1ncc(CN2CCCC(C(=O)Nc3ccc(-c4ccco4)cc3)C2)cn1 (configuration not stated) | -1 | i | i | -1 | nt | -8 | i | i | i | i | i
CC1(C)CC(=O)C(N=Nc2cc(Cl)c(Cl)c(Cl)c2)=C(O)C1 | 1 | i | i | -3 | 1 | -6 | i | i | i | i | i
Cc1ccc(CNC(=O)C(C)C2Sc3ccccc3NC2=O)cc1 (configuration not stated) | -2 | i | i | -2 | 3 | -11 | i | i | i | i | i
O=C(O)C=C1C2CC3CC(C2)CC1C3 | 0 | i | i | 1 | 0 | -11 | i | i | i | i | i
CC1(c2ccccc2)CC(C)(C)N(C(=O)CSc2nnc(N)s2)c2ccccc21 (configuration not stated) | 1 | i | i | -9 | 0 | -6 | i | i | i | i | i
CS(=O)(=O)N(Cc1ccco1)CC(O)Cn1cc(C=O)c2ccccc21 (configuration not stated) | 1 | i | i | 13 | 4 | -8 | i | nt | i | i | i
CN(CCc1ccccc1)C(=O)c1cc(COc2ccc(F)cc2Cl)on1 | nt | i | i | 3 | -1 | -8 | i | i | i | i | i
Cc1ccc(C(=O)COC(=O)CCC(=O)Nc2cc(Cl)ccc2Cl)cc1[N+](=O)[O-] | -6 | i | i | 10 | 2 | -4 | i | i | i | i | i
Cc1c(NC(=O)CSc2nnc(COc3ccccc3)n2-c2ccccc2)c(=O)n(-c2ccccc2)n1C | 3 | i | i | -6 | -3 | -6 | i | i | i | i | i
COc1cc(OC)c(C2=NOC(C(=O)Nc3c(C)n(C)n(-c4ccccc4)c3=O)C2)cc1Cl (configuration not stated) | -1 | i | i | -12 | 0 | -6 | i | i | i | i | i
